Screening data deposited in PubChem BioAssay by NCI.
Growth percent in the NCI-60 one-dose screen (48 h, 10 µM unless noted): 100 = growth as untreated, 0 = no growth, -100 = all killed.
A498: A498 renal cancer cells; hit rate 5.4% among 76,000
RXF 393: RXF 393 renal cancer cells; hit rate 6.9% among 77,000; AID 1794773
NCI-H322M: NCI-H322M lung cancer; hit rate 2.7% among 80,000; AID 1794733
NCI-H460: NCI-H460 lung cancer | AID 1794736 | hit rate 6.8% among 82,000
HT29: HT29 colon cancer. hit rate 7.4% among 81,000. AID 1794748
NCI-H23: NCI-H23 lung cancer | hit rate 4% among 80,000
NCI-H226: NCI-H226 lung cancer; hit rate 3.5% among 79,000; AID 1794732
COLO 205: COLO 205 colon cancer | hit rate 7.3% among 79,000 | AID 1794742
NCI-H522: NCI-H522 lung cancer; hit rate 8% among 78,000
Numbers without * were called inactive; nt = not tested or not shown; & = joins results of further samples. Rule for the calls: active = growth percent below 10; inactive = the rest. The order is random; any-hit rate near 12%.

#1 c1ccc(CCn2cncc2-c2c[nH]c3ccccc23)cc1
#2 O=c1nc2c(-c3ccccc3)n[nH]n2c2ccsc12
#3 O=C(c1ccc(O)cc1)c1ccc(C(=O)c2ccc(O)cc2)cc1
#4 COc1ccc(/C=C2/SC(=O)N(CCCC(=O)N3CCN(c4cc5c(cc4F)c(=O)c(C(=O)O)cn5C4CC4)CC3)C2=O)cc1OC
#5 O=S(=O)(Oc1ccc(/C=N/N=c2/sc(-c3ccccc3)cn2-c2ccccc2)cc1)C(F)(F)C(F)(F)C(F)(F)C(F)(F)C(F)(F)C(F)(F)F
#6 [2H]C([2H])([2H])Oc1ccc(/C=C/C(=O)/C=C(O)/C=C/c2ccc(OC([2H])([2H])[2H])c(OC([2H])([2H])[2H])c2OC([2H])([2H])[2H])c(OC([2H])([2H])[2H])c1OC([2H])([2H])[2H]
Screen / compound no.,1,2,3,4,5,6
A498,79,105,108,84,96,99
RXF 393,87,99,119,115,nt,87
NCI-H322M,93,91,88,96,98,95
NCI-H460,95,107,75,105,110,98
HT29,88,97,95,101,112,73
NCI-H23,85,95,85,103,104,91
NCI-H226,79,99,85,nt,103,92
COLO 205,99,104,115,113,115,99
NCI-H522,82,nt,54,93,103,67

#7 O=C(NN1C(=O)/C(=C/C=C/c2ccc([N+](=O)[O-])o2)SC1=S)c1ccncc1
#8 O=C(c1ccccc1)c1ccccc1Cl
#9 CN(C)c1ccc(C(c2ccc(Cl)cc2)c2ccc(N(C)C)cc2)cc1
#10 CCC1([N+](=O)[O-])COC(c2ccc(C)cc2)OC1 (stereo unspecified)
#11 CCCCCCCCCC1OCC(CC)C(CCC)O1 (stereo unspecified)
#12 Cc1cn(-c2cc(C(=O)Nc3cccc(-c4cn(-c5ccc(S(N)(=O)=O)cc5)nn4)c3)cc(C(F)(F)F)c2)cn1
Screen / compound no.,7,8,9,10,11,12
A498,19,86,82,nt,94,139
RXF 393,-94*,111,97,115,106,51
NCI-H322M,-16*,108,112,103,99,98
NCI-H460,-54*,104,96,102,105,93
HT29,-67*,93,82,104,89,130
NCI-H23,-89*,100,91,104,106,86
NCI-H226,-53*,105,81,110,98,93
COLO 205,-97*,nt,99,108,126,100
NCI-H522,-84*,92,88,94,76,84

#13 COc1ccc(/C=N\NC(=S)Nc2ccc(F)cc2)cc1OC
#14 Cc1nc(Nc2nc(C)c3ccc(OCCN4CCOCC4)cc3n2)[nH]c(=O)c1C
#15 COC(=O)c1cc(-c2cc(OC)c(OC)c(OC)c2)[nH]c1N/N=C/c1c(Cl)cccc1Cl
#16 Cc1c2ccccc2nc2c1ccc1cccnc12
#17 O=C(c1ccc(Nc2nccc(NCCCNc3ccnc4cc(Cl)ccc34)n2)cc1)N1CCCCC1
#18 NS(=O)(=O)c1cccc(N=Cc2c[nH]c3ccccc23)c1
Screen / compound no.,13,14,15,16,17,18
A498,94,-79*,-64*,80,69,93
RXF 393,93&97,-78*,22,108,61,116
NCI-H322M,106&106,-11*,45,101,58,89
NCI-H460,107&107,2.1*,2.3*,74,11,100
HT29,111&102,-57*,32,71,20,96
NCI-H23,93&110,-67*,-16*,74,32,92
NCI-H226,89&99,-47*,73,97,85,90
COLO 205,103&111,0.3*,56,51,27,106
NCI-H522,86&106,-52*,-45*,64,38,93

#19 CCOC(=O)c1ccc(NC(=O)C2(N3C(=O)c4ccccc4C3=O)CCCC2)cc1
#20 c1nc(N2CCCCC2)c2[nH]cnc2n1
#21 CC(=O)OC1(C(C)=O)CCC2C3CCC4=C(C)C(=O)CCC4(C)C3CCC21C (stereo unspecified)
#22 O=C(NNc1nc(Cl)nc(N2CCN(C(c3ccccc3)c3ccccc3)CC2)n1)c1ccccc1
#23 O=C(Nc1ccc(C(=O)O)c(O)c1)c1ccc(C(=O)Nc2ccc(C(=O)O)c(O)c2)cc1
#24 O=C(N/N=C/c1cccc(O)c1O)c1ccccc1
Screen / compound no.,19,20,21,22,23,24
A498,89,79,92,nt,85,81
RXF 393,109,99,89,-47*,95,30
NCI-H322M,nt,101,100,32,106,14
NCI-H460,104,106,89,86,100,3.3*
HT29,107,100,96,-79*,112,26
NCI-H23,99,92,84,-9.5*,86,28
NCI-H226,102,nt,83,48,101,17
COLO 205,114,109,108,24,113,5.3*
NCI-H522,104,96,80,-68*,94,nt

An excerpt from above, showing only NCI-H322M.
item | canonical_smiles | NCI-H322M
20 | c1nc(N2CCCCC2)c2[nH]cnc2n1 | 101
21 | CC(=O)OC1(C(C)=O)CCC2C3CCC4=C(C)C(=O)CCC4(C)C3CCC21C (stereo unspecified) | 100

Next section.
#25 NCCCCCCN(CCO)CCO
#26 CCCCCC/C=C1\CCC(CN2CCCC2)C1=O (stereo unspecified)
#27 Cc1c(C(=O)N2CCN(c3ccccc3)CC2)[nH]c2ccc(Cl)cc2c1=O
#28 O=C(CN1C(=O)CCC1=O)Nc1ncc(Cc2ccc(F)cc2)s1
#29 CN(C)c1ccc(/C=C/C=N/NC(=O)c2cc(O)c(O)c(O)c2)cc1
#30 CCCCCCCCCC(=O)OCCCC(CCC(C)OC(=O)CCCCCCCCC)OC(=O)CCCCCCCCC (stereo unspecified)
Screen / compound no.,25,26,27,28,29,30
A498,97,94,93,105,88,95
RXF 393,nt,96,96,109,99,102
NCI-H322M,110,106,104,102,94,99
NCI-H460,103,102,104,106,107,103
HT29,97,120,87,106,111,91
NCI-H23,95,100,105,99,100,96
NCI-H226,96,96,90,96,101,101
COLO 205,112,nt,118,113,94,110
NCI-H522,77,94,77,99,-32*,82

#31 CN1CCN(CCS(=O)(=O)Nc2cc(-c3ccc4ncnc(Nc5ccc(F)c(Cl)c5)c4c3)cnc2Cl)CC1
#32 COc1cc(/C=C/C(=O)c2cnn(-c3cc(=O)[nH]c4ccccc34)c2C)cc(OC)c1OC
#33 Cc1ccc(-c2csc3nc(C)c(CCCl)c(=O)n23)cc1
#34 Cn1cc(-c2nnc(-c3ccccc3)s2)c2cc(Br)cnc21
#35 S=C1Nc2c(sc3ccc(Cl)cc23)C(c2ccc3ccccc3c2)N1 (stereo unspecified)
#36 COc1ccc(-n2ncn(Cc3nc(-c4ccc(Cl)cc4)n[nH]3)c2=O)cc1
Screen / compound no.,31,32,33,34,35,36
A498,-31*,96,104,60,85,94
RXF 393,-1.1*,-6.9*,106,102,101,114
NCI-H322M,-15*,13,98,88,85,108
NCI-H460,55,8.0*,99,95,94,100
HT29,12,9.8*,105,95,100,73
NCI-H23,13,3.7*,88,85,85,111
NCI-H226,49,22,79,64,79,101
COLO 205,-32*,4.2*,119,104,100,106
NCI-H522,10,-18*,89,90,82,61

#37 Cc1c(C(=O)N[C@H](CO)Cc2ccccc2)[nH]c2ccc(Cl)cc2c1=O
#38 Cc1ccc(S(=O)(=O)Oc2ccc3c(ccn3C(=O)C34CC5CC(CC(C5)C3)C4)c2)cc1
#39 O=C(NNC(=O)c1cccc([N+](=O)[O-])c1)c1cccc([N+](=O)[O-])c1
#40 CCOC(=O)c1ccc(NCCC(=O)O)cc1
#41 COCCOC(=O)c1ccc2nc([C@@H](C)[C@H]3CC[C@H]4[C@@H]5CCC6=CC(=O)CC[C@]6(C)[C@H]5CC[C@]34C)[nH]c2c1
#42 CN(C)CCCOc1cccc(NC2=C(Cl)C(=O)C(Nc3cccc(OCCCN(C)C)c3)=C(Cl)C2=O)c1
Screen / compound no.,37,38,39,40,41,42
A498,98,nt,94,113,63,44
RXF 393,122,108,125,111,36,-89*
NCI-H322M,108,106,110,104,91,nt
NCI-H460,106,106,109,116,83,38
HT29,90,104,108,97,54,-67*
NCI-H23,101,106,101,107,70,-67*
NCI-H226,120,100,106,100,84,-70*
COLO 205,104,nt,102,121,65,-80*
NCI-H522,84,89,94,91,86,-79*

#43 CCCC1OCC(Cl)(Cl)C(c2ccccc2)O1 (stereo unspecified)
#44 COc1cc2oc(-c3ccc(NC(=O)c4ccc(Cl)cc4)cc3)cc(=O)c2c(OC)c1OC
#45 O=C(O)C1CSC(c2cccs2)N1 (stereo unspecified)
#46 COc1cc(C(=O)NNC(=O)c2ccccc2C(=O)O)cc(OC)c1OC
#47 CCC[n+]1cccc(C(N)=O)c1
#48 CCCC(=O)c1ccc(O)cc1
Screen / compound no.,43,44,45,46,47,48
A498,108,99,79,79,91,65
RXF 393,104,93,103,-3.2*,92,101
NCI-H322M,141,80,102,81,109,100
NCI-H460,119,nt,107,12,100,103
HT29,97,93,107,21,104,88
NCI-H23,102,93,99,16,98,97
NCI-H226,101,92,98,75,94,96
COLO 205,nt,nt,113,37,105,100
NCI-H522,97,83,113,32,104,85

Complete entries, quoted from the list:
Profile of COc1cc2oc(-c3ccc(NC(=O)c4ccc(Cl)cc4)cc3)cc(=O)c2c(OC)c1OC = A498: 99; RXF 393: 93; NCI-H322M: 80; NCI-H460: nt; HT29: 93; NCI-H23: 93; NCI-H226: 92; COLO 205: nt; NCI-H522: 83
Profile of CCCC1OCC(Cl)(Cl)C(c2ccccc2)O1 (stereo unspecified) = A498: 108; RXF 393: 104; NCI-H322M: 141; NCI-H460: 119; HT29: 97; NCI-H23: 102; NCI-H226: 101; COLO 205: nt; NCI-H522: 97

Further structures:
#49 O=C(O)C1CCC(C(=O)O)CC1 (stereo unspecified)
#50 Cc1ccc(C)c2c1CCC2C(C)C (stereo unspecified)
#51 CCCCCCCCCCCCCCCCCCCCC/C=C\C[C@H](O)C/C=C1/C(=O)C=C[C@@H]1C/C=C\CCCC(=O)OC
#52 CC(=O)N1c2ccccc2NC2=C(C(=O)NC2(C)C)C1c1ccco1 (stereo unspecified)
#53 Cn1c(=O)c2[nH]c(N/N=C/c3cccc(Br)c3)nc2n(C)c1=O
#54 CN1C/C(=C\c2ccc(O)cc2O)c2[o+]c3cc(O)ccc3cc2C1
Screen / compound no.,49,50,51,52,53,54
A498,111,110,104,nt,109,117
RXF 393,111,112,108,58,94,nt
NCI-H322M,116,98,101,95,113,88
NCI-H460,105,105,105,98,110,36
HT29,104,105,115,92,90,44
NCI-H23,113,92,94,91,107,57
NCI-H226,94,99,103,97,100,56
COLO 205,111,104,106,78,124,58
NCI-H522,nt,95,92,76,92,-0.6*

#55 O=C1OC(c2ccc(-c3ccccc3)cc2)=C/C1=C/C=C/c1ccccc1
#56 COc1ccc(-c2n[nH]c(=O)c3nc(NC(=S)Nc4ccc(Cl)cc4)sc23)cc1
#57 C[n+]1ccc(Nc2ccc(NC(=O)c3ccc(Nc4cc[n+](C)c5ccc(N)cc45)cc3N)cc2)cc1
#58 CCOC(=O)c1c(-c2ccccc2)csc1NC(=O)c1ccccc1
#59 COC(=O)CCC(C)C1CCC2C3CCC4CC5CCC4C3(CO5)C(=O)C(Br)C12C (stereo unspecified)
#60 N#Cc1c(Oc2ccc(Cl)cc2)nc2sc3cc(Cl)ccc3n2c1=N
Screen / compound no.,55,56,57,58,59,60
A498,84,81,96&87,85,111,118
RXF 393,nt,112,120,97,105,86
NCI-H322M,93,92,78,88,111,114
NCI-H460,103,93,92&96,102,102,98
HT29,113,81,99&153,90,91,99
NCI-H23,100,85,90&75,92,104,91
NCI-H226,82,90,85&78,99,98,85
COLO 205,120,110,103&171,112,100,nt
NCI-H522,95,87,100&56,nt,nt,91

Down the list, from the results shown:
Entries 55–59 in RXF 393: nt, 112, 120, 97, 105

(next part)
#61 COc1ccc(OC)c(C2=C(CN)C(O)N=C(Sc3cc(O)c(O)cc3C)N2)c1 (stereo unspecified)
#62 C[n+]1cc2c3c(ccc2c2ccc4cc5c(cc4c21)OCO5)OCO3
#63 O=C(NO)c1ccc(NC(=S)NC(=O)c2ccc(OCc3ccccc3)cc2)cc1
#64 O=C(Nc1ccc(Cl)c([N+](=O)[O-])c1)Nc1ccc(Cl)c([N+](=O)[O-])c1
#65 Oc1ccc2ccccc2c1/C=N/Nc1ccccc1
#66 C=C1CC[C@@]2(C#N)[C@H]3[C@H](CC[C@@H]2C)[C@@H](C)C[C@@H](CC(C)(C)C#N)[C@H]13
Screen / compound no.,61,62,63,64,65,66
A498,104,-64*,105,20,85,51
RXF 393,110,-77*,81,nt,116,86
NCI-H322M,102,-94*,97,28,85,90
NCI-H460,117,-55*,105,9.5*,95,23
HT29,95,-85*,85,13,76,47
NCI-H23,103,-67*,78,-14*,78,44
NCI-H226,107,-88*,85,-4.8*,99,63
COLO 205,114,-85*,105,2.7*,96,35
NCI-H522,84,-74*,82,28,41,48

Six entries already listed, ordered by heavy-atom count, low to high.
#65 Oc1ccc2ccccc2c1/C=N/Nc1ccccc1
#64 O=C(Nc1ccc(Cl)c([N+](=O)[O-])c1)Nc1ccc(Cl)c([N+](=O)[O-])c1
#60 N#Cc1c(Oc2ccc(Cl)cc2)nc2sc3cc(Cl)ccc3n2c1=N
#61 COc1ccc(OC)c(C2=C(CN)C(O)N=C(Sc3cc(O)c(O)cc3C)N2)c1 (stereo unspecified)
#59 COC(=O)CCC(C)C1CCC2C3CCC4CC5CCC4C3(CO5)C(=O)C(Br)C12C (stereo unspecified)
#57 C[n+]1ccc(Nc2ccc(NC(=O)c3ccc(Nc4cc[n+](C)c5ccc(N)cc45)cc3N)cc2)cc1
Screen / compound no.,65,64,60,61,59,57
A498,85,20,118,104,111,96&87
RXF 393,116,nt,86,110,105,120
NCI-H322M,85,28,114,102,111,78
NCI-H460,95,9.5*,98,117,102,92&96
HT29,76,13,99,95,91,99&153
NCI-H23,78,-14*,91,103,104,90&75
NCI-H226,99,-4.8*,85,107,98,85&78
COLO 205,96,2.7*,nt,114,100,103&171
NCI-H522,41,28,91,84,nt,100&56
